thrombin 1536 – blocks human thrombin protease activity | P00734 | alpha-thrombin, Boc-VPR-AMC fluorogenic substrate cleavage | inhibition, % at 5 µM | hit rate 0.26% among 220,000;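 active means inhibition at or above 40%; inactive means inhibition below 40%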;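 further: 0% = enzyme with no compound and 100% = wells without enzyme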
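System: Human alpha-thrombin protein | Medium: pH 7.5 Tris (50 mM) with NaCl 150 mM, Tween 20 0.05% | Times: Enzyme reaction carried out at room temperature | Detection: AMC fluorescence, 355/460 nm | Evaluation: Percent inhibition scaled between no-compound controls and no-enzyme blanks | Benchmarks: Enzyme without compound as high, wells lacking enzyme as low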
Furin inh – inhibitors of human furin; hit rate 0.061% among 220,000; P09958; purified furin, fluorogenic substrate cleavage; inhibition, % at 30 µM; in the data active means inhibition above about 25%; further: inactives centre near -15
KCC2 mod – modulators of human KCC2 chloride dependent transport | B-score of Tl+ flux slope (higher = more flux/activation; lower = inhibition) at 10 µM | AID 1456 | hit rate 2.2% among 190,000 | Q9H2X9 | KCC2 cells, thallium flux FluoZin-2 fluorescence;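 active means thallium flux slope and its plate-corrected score both differing from the plate sample mean at a set confidence after two filtering rounds, in either direction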;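 further: slope of fluorescence scaled to starting intensity during 10 to 20 s after thallium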
EBV gp42 inh – EBV gp42 inhibition | Q1HVG2 | Fluorescence polarization binding assay, mP read-out | inhibition, % (tested at 21.74 µM) | hit rate 0.42% among 220,000 | AID 1085; in the data active means inhibition above about 50%
Target sequence (Q1HVG2 whole entry, looked up): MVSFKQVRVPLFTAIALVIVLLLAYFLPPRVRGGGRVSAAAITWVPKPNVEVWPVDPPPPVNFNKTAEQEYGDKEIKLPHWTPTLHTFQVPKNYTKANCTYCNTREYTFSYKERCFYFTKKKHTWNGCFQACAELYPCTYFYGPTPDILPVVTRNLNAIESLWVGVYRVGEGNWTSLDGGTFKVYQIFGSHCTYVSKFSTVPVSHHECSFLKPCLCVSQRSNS
KLK5 inh – inhibitors of human kallikrein 5. recombinant hK5, fluorogenic AMC substrate cleavage. inhibition, % at 5 µM. hit rate 0.59% among 210,000;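 active means inhibition of 40% or more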;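 further: 0% = enzyme controls without compound and 100% = no-enzyme blanks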
Target sequence (Q9Y337 67-293 limits assumed): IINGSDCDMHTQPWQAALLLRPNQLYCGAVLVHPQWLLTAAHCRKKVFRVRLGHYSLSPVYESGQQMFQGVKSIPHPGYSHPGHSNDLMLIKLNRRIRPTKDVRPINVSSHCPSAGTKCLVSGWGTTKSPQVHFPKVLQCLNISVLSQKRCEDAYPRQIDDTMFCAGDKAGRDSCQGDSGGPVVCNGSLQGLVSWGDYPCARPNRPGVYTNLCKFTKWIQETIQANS
NCF1 inh – inhibitors of human p47phox binding. p47phox/p22phox peptide binding, fluorescence polarization, 2 h. AID 1274. hit rate 0.53% among 220,000. P14598. inhibition, % at 24.7 µM;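 further: 0% = p47phox with labelled peptide and 100% = labelled peptide alone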
eIF4E 4G PPI – blocks eIF4E binding to eIF4G. P63073+Q04637. TR-FRET eIF4E-eIF4GI(517-606) binding, 2 h. inhibition, % at 21.7 µM. hit rate 0.37% among 220,000;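 further: 0% = full FRET control wells and 100% = background wells lacking eIF4GI fragment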
14-3-3 Bad PPI – disrupts binding of bovine 14-3-3 zeta to phospho-Bad peptide; inhibition, % at 21.7 µM; hit rate 0.71% among 220,000; P63103; AID 781; TR-FRET 14-3-3zeta/Dy647-pBad peptide displacement, 1 h;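 active means inhibition above about 70%, limit read from the data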;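 further: 0% = full 14-3-3 plus peptide FRET controls and 100% = background without 14-3-3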
Target sequence (P63103 whole entry, looked up): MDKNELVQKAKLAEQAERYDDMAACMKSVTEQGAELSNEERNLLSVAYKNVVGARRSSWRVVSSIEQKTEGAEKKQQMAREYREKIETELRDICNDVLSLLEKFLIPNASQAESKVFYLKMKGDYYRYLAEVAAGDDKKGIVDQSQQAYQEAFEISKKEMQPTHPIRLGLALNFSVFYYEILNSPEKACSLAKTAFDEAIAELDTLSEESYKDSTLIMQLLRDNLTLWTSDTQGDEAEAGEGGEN
Rad51 HR inh – blocks human Rad51 in homologous recombination; inhibition, % at 10 µM; hRad51 DNA strand exchange, fluorescence dequenching; hit rate 0.085% among 200,000; AID 1385; Q06609;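 active means inhibition above 40% at the single screening dose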;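 further: 0% = DMSO control wells and 100% = blanks with heterologous ssDNA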
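Assay system: Human Rad51 nucleoprotein filaments preassembled on unlabelled ssDNA | Reagent: Donor/quencher-labelled 47-bp dsDNA substrate | Doses: One concentration, 10 µM final | Times: 37 °C 15-min filament assembly, 30-min compound preincubation, 15-min exchange | Technique: Fluorescein emission 520 nm, excitation 485 nm | Benchmarks: Plate control and blank wells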
Starred values were filed as active, the others as inactive; . = not tested or not shown; [ ] = another dose, or the depositor's remark.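 How the source made its calls, unless noted: active means inhibition above about 30% (limit read from the data); inactive means the rest.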

Results follow in this order: eIF4E 4G PPI	EBV gp42 inh	Furin inh	Rad51 HR inh	KCC2 mod	14-3-3 Bad PPI	KLK5 inh	thrombin 1536	NCF1 inh
COc1ccc(C(C)NC(=O)C2CCCO2)cc1OC (stereo unspecified)
    -1[fluorescence artefact?]	-10	-23[20 µM]	-3	0.53	2[fluorescence artefact?]	-3	3	-9
O=C(Nn1c(-c2ccc(F)cc2)nc2ccccc2c1=O)c1cccnc1
    -2	-6	-7	2	0.76	-2	-7	-12	-5
O=C(O)C1CCCN(S(=O)(=O)c2ccc(Br)cc2)C1 (stereo unspecified)
    -2[fluorescence artefact?]	-8	-22[20 µM]	-9	.	-15[fluorescence artefact?]	-12	0	-8
CCc1nnc(NC(=O)c2nn(-c3ccccc3)nc2C)s1
    -1	-8	-11	2	1.9	-4	0	-2	-10
O=c1c2oc3ccccc3c2ncn1Cc1cccc(Cl)c1
    -4	-2	-24	-19	0.02	-1	-5	6	-1
CCCCCOC(=O)Cn1c(=O)c2c(nc(N3CCOCC3)n2C)n(C)c1=O
    3	-10	-14[20 µM]	-3	-0.61	10	-17	2	-3
COc1ccc(NC(=O)Cn2c(=O)n(-c3ccccc3)c(=O)c3sccc32)c(OC)c1
    -1	0	-30	0	-0.75	-6	-5	-33	-2
CCOC(=O)c1c(C)n(C)c2cc(OCCN(CC)CC)ccc12
    1[fluorescence artefact?]	1	-24	9	.	-4	4	-2	-11
OC(COc1c(Br)cc(Br)cc1Br)CN1CCOCC1 (stereo unspecified)
    -16[fluorescence artefact?]	-6	-18	.	0.44	-1[fluorescence artefact?]	-31	-19	1
COc1cc(OC)c(NS(=O)(=O)c2ccc(Cl)c(C(=O)OC(C)C(=O)N3CCCC3)c2)cc1Cl (stereo unspecified)
    2	0	-15	.	-2	-12	-33	-4	-10
COC(=O)c1ccc(N2CCN(C)CC2)c(NC(=O)c2cc3ccccc3o2)c1
    3	-9	-12	-4	.	1[fluorescence artefact?]	-2	1	2
CN(C)c1ccc(C(=O)/C=C/c2ccccc2)cc1
    1	-11	-8	-7	0.025	-12	2	-6	-7
COc1ccc(Cn2cccc(NC(=O)Nc3cccc(OC)c3)c2=O)cc1
    -7	-8	-27	9	-0.72	3	0	0	-10
COc1cccc(C2CC(c3cccs3)=NN2S(C)(=O)=O)c1OC (stereo unspecified)
    2	-21	-20	-5	0.25	-13	2	-5	-147
COC(=O)/C=C/C(=O)Nc1cccnc1
    -5	-1	-16[20 µM]	-6	-0.0041	11	-2	-10	-5
CCC(=O)Nc1ccc(-c2nnc(-c3ccccc3)o2)cc1
    .	.	-36	-2	-0.089	.	-28	3	.
O=C(CN(c1ccccc1F)S(=O)(=O)c1ccccc1)Nc1ccccc1C(=O)N1CCOCC1
    -3	-11	-17	-13	0.24	-3	-11	5	-5
COc1ccc(OC)c(CN2CCC(C(=O)N(C)CCc3ccc(OC)c(OC)c3)CC2)c1
    3	-11	-24	-3	-0.4	10	-8	-8	6
N/C(=N\OC(=O)COc1ccc2ccccc2c1)c1cccnc1
    3	15	-15	8	-0.67	2[fluorescence artefact?]	14	-12	3
O=C(NCc1ccccc1)C1CCCN(C(=O)Nc2ccccc2)C1 (stereo unspecified)
    2	-15	-29	4	.	-2	-5	-1	-1
COc1cccc(C(=O)/C=C/Nc2ccc(S(=O)(=O)Nc3onc(C)c3C)cc2)c1
    8	2	-16	-4	-1.2	-1	-2	-7	-9
CCOc1ccc(OCC)c(NC(=O)CC2Oc3ccccc3NC2=O)c1 (stereo unspecified)
    -6	-15	-31	-2	.	-1	3	5	7
CCCN(CCC)CC(O)CN(c1ccccc1)S(=O)(=O)c1ccc(C)cc1 (stereo unspecified)
    -17	-2	-19[20 µM]	-2	0.015	0	-17	-9	-15
O=C(CN1CCCCC1)Nc1ccc(N2CCCCCC2)cc1
    16	-3	-24	2	0.22	43	0	-16	2
COc1ccc(C2CC(C(F)(F)F)n3nc(C(=O)Nc4c(C)n(C)n(-c5ccccc5)c4=O)c(Cl)c3N2)cc1 (stereo unspecified)
    -13[fluorescence artefact?]	-9	3	-2	0.74	-20	-19	-2	-3
Cc1cc2c(C)nc(N/N=C/c3ccc([N+](=O)[O-])cc3)nc2o1
    18	-89	-3	-1	0.64	48	50*	12	44*
C=CCn1c(Cc2ccc(OC(C)C)c(Cl)c2)nnc1SCC(N)=O
    7[fluorescence artefact?]	-2	-7[20 µM]	-7	-1.1	-2[fluorescence artefact?]	-5	3	-8
Cc1ccccc1OCCCC(=O)NCc1ccco1
    2	-12	-22[20 µM]	-8	.	0	-9	2	-15
O=C(CCCN1C(=O)/C(=C\c2cccs2)SC1=S)NNC(=O)c1ccncc1
    2	-15	-25	2	-0.21	-2	-13	5	-10
Cn1c(=O)c2c(nc(Cl)n2CC(=O)N2CCCCC2)n(C)c1=O
    5	-20	-17	-15	0.61	-5	5	-12	-7

A section from further up, for reference:
Results follow in this order: eIF4E 4G PPI	EBV gp42 inh	Furin inh	Rad51 HR inh	KCC2 mod	14-3-3 Bad PPI	KLK5 inh	thrombin 1536	NCF1 inh
COc1ccc(C(C)NC(=O)C2CCCO2)cc1OC (stereo unspecified)
    -1[fluorescence artefact?]	-10	-23[20 µM]	-3	0.53	2[fluorescence artefact?]	-3	3	-9
O=C(Nn1c(-c2ccc(F)cc2)nc2ccccc2c1=O)c1cccnc1
    -2	-6	-7	2	0.76	-2	-7	-12	-5

Other compounds
Results follow in this order: eIF4E 4G PPI	EBV gp42 inh	Furin inh	Rad51 HR inh	KCC2 mod	14-3-3 Bad PPI	KLK5 inh	thrombin 1536	NCF1 inh
O=C(CCN1C(=O)C2C3C=CC(C3)C2C1=O)NCCc1ccccc1Cl (stereo unspecified)
    1	-7	14[20 µM]	-1	-0.48	-10	-2	-1	0
CCN(CC)S(=O)(=O)c1ccc(N=Cc2c(C)c(C#N)c(=O)n(C)c2O)cc1
    1	-19	2	-2	0.61	5[fluorescence artefact?]	-3	-2	-10
CCOc1ccc(N(CC(=O)O)S(=O)(=O)c2ccc(OC)c(OC)c2)cc1
    -2[fluorescence artefact?]	3	-18	-7	.	18	1	-4	4
Cc1[nH]c(C(=O)O)c(C)c1C(=O)OC(C)C
    -4	0	-16[20 µM]	-4	-0.22	-23	-9	-2	-5
Cn1nc(CSc2ccccc2)c(C=O)c1Cl
    -5	-14	-25	-1	-0.0073	-9	-2	-6	-5
COc1ccc(N(CC(=O)Nc2ccc(S(=O)(=O)N3CCCCC3)cc2)S(C)(=O)=O)cc1OC
    -1	-6	-19[20 µM]	-3	0.75	-7	7	3	-8
CCCCCCCCC(=O)N/N=C(\C)c1ccc(O)cc1O
    3	-2	-18	.	-0.38	-2	-7	-4	-4
O=S(=O)(c1ccc(Cl)cc1)N1CCCN(c2nc3ccc(Cl)cc3s2)CC1
    5	-14	-10	-21	.	-4	-4	-8	-1
Cc1cc(NC(=S)NC(=O)CC(C)C)ccc1Br
    -1	4	-13[20 µM]	1	-3.2	9	3	-1	-7
Brc1cccc(CSc2nnc(-c3ccncc3)o2)c1
    3	-10	-22	.	-0.32	-4	.	-2	-7
O=C(Cc1ccccc1)Nc1ccc(N2CCN(Cc3ccccc3F)CC2)cc1
    -5	4	0[20 µM]	6	.	15	3	-1	-1
CNC(=O)c1ccc(CNC(=O)OCC(F)(F)F)cc1
    4	-7	-30[20 µM]	-4	0.45	-5[fluorescence artefact?]	0	3	-4
CCC1CSC(Nc2ccc(C(=O)/C=C/c3ccc(OC)c(OC)c3)cc2)=N1 (stereo unspecified)
    -6[fluorescence artefact?]	-3	4	.	0.52	14[fluorescence artefact?]	-3	-1	-134
S=c1[nH]nc(CCc2ccccc2)n1-c1ccccc1
    16[fluorescence artefact?]	-15	-9	1	0.42	1	-16	-7	2
COCC(=O)OCC(=O)Nc1cc(C(C)(C)C)nn1-c1ccccc1
    -2	-7	-18[20 µM]	-1	0.19	10	-6	0	0
COc1ccc(N2CCN(CCC(N)=O)CC2)cc1
    3[fluorescence artefact?]	-13	-11[20 µM]	108*	0.36	-5	-10	1	-7
O=C1C2C3C=CC(C4CC34)C2C(=O)N1CCc1ccccc1 (stereo unspecified)
    -21	1	1	14	2.6	-8	-8	-1	-4
COC(=O)c1ccc(NC(=O)c2ccccc2)o1
    3	-17	-15	-6	0.61	-6	8	-5	-4
CCCCOc1ccc([N+](=O)[O-])cc1C(=O)O
    1	-1	-15	-10	0.31	5	2	-3	4
Cc1cc(N)n(-c2ncnc3scc(-c4ccccc4)c23)n1
    3	7	-18[20 µM]	.	1.9	-8[fluorescence artefact?]	-2	-1	-3
COc1cccc(CN2CCN(C3CCN(c4cccc(C)c4C)CC3)CC2CCO)c1 (stereo unspecified)
    1	8	-19	8	1.7	-4	-4	-14	5
COc1ccc(CC(=O)NNc2ncnc3c2cnn3C)cc1
    9	-4	-47	16	0.78	-3	-5	3	-1

Profiles as entered above.
`CCC1CSC(Nc2ccc(C(=O)/C=C/c3ccc(OC)c(OC)c3)cc2)=N1` (stereo unspecified) in the list: eIF4E 4G PPI = -6[fluorescence artefact?]; EBV gp42 inh = -3; Furin inh = 4; Rad51 HR inh = .; KCC2 mod = 0.52; 14-3-3 Bad PPI = 14[fluorescence artefact?]; KLK5 inh = -3; thrombin 1536 = -1; NCF1 inh = -134
`CCCCOc1ccc([N+](=O)[O-])cc1C(=O)O` in the list: eIF4E 4G PPI = 1; EBV gp42 inh = -1; Furin inh = -15; Rad51 HR inh = -10; KCC2 mod = 0.31; 14-3-3 Bad PPI = 5; KLK5 inh = 2; thrombin 1536 = -3; NCF1 inh = 4

4 of the entries above in order of their number in Rad51 HR inh, descending.
Results follow in this order: eIF4E 4G PPI	EBV gp42 inh	Furin inh	Rad51 HR inh	KCC2 mod	14-3-3 Bad PPI	KLK5 inh	thrombin 1536	NCF1 inh
COc1cccc(CN2CCN(C3CCN(c4cccc(C)c4C)CC3)CC2CCO)c1 (stereo unspecified)
    1	8	-19	8	1.7	-4	-4	-14	5
S=c1[nH]nc(CCc2ccccc2)n1-c1ccccc1
    16[fluorescence artefact?]	-15	-9	1	0.42	1	-16	-7	2
COCC(=O)OCC(=O)Nc1cc(C(C)(C)C)nn1-c1ccccc1
    -2	-7	-18[20 µM]	-1	0.19	10	-6	0	0
CCCCOc1ccc([N+](=O)[O-])cc1C(=O)O
    1	-1	-15	-10	0.31	5	2	-3	4

Assay outcomes deposited in PubChem BioAssay by several laboratories.
